NALP1 inh = inhibitors of NALP1 inflammasome in yeast; S. cerevisiae NALP1/ASC/caspase-1 growth, X-gal OD620, 72 h; actives 0.61% (n = 280,000); AID 2071; inhibition, % at 10 µM; in the data active = inhibition mostly above about 24%, no sharp cut-off; inactive = mostly below about 32%; note: some compounds called inactive have numbers as strong as hits
IMP-1 inh = inhibitors of Pseudomonas aeruginosa IMP-1 metallo-beta-lactamase; purified IMP-1, nitrocefin hydrolysis, epi-absorbance fluorescence; inhibition, % at 5.6 µM; actives 0.45% (n = 290,000);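 active = inhibition above the mean plus 3 SD of all compounds in the same screening run, cut at about 4.5% in these data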;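 note: 0% = IMP-1 with DMSO and 100% = DMSO wells lacking enzyme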
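System: purified IMP-1 / Input: IMP-1 dispensed at 0.2 nM / Medium: 50 mM HEPES pH 7.1, 50 µM ZnSO4, 0.05% Brij 35 / Timing: 15 min enzyme–compound preincubation, then 25 min nitrocefin reaction, 25 °C / Technique: plate fluorescence quenching by hydrolysis product, ex 480/em 530 nm / Repeats: singlicate testing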
IDE inh = cellular human IDE inhibition | HEK cells, FAbetaB cleavage, fluorescence polarization | actives 0.41% (n = 320,000) | AID 434962 | inhibition, % at 5.59 µM | P14735;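 active = percent inhibition above the average of all tested compounds plus 3 SD, set per screening campaign, cut at about 16% in these data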;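 note: IDE supplied by intact live HEK cells; FP after avidin binding of uncleaved biotin substrate so inhibition keeps polarization high; 0% = DMSO wells and 100% = 60 µM reference IDE inhibitor Ii1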
VIM-2 inh = inhibitors of Pseudomonas aeruginosa VIM-2 metallo-beta-lactamase. purified VIM-2, nitrocefin hydrolysis, epi-absorbance fluorescence. inhibition, % at 5.6 µM. actives 0.89% (n = 290,000). AID 1527;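 active = inhibition above the mean of all tested compounds plus 3 SD, cutoff set per screening run, cut at about 7.5% in these data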;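 note: red hydrolysis product quenches plate fluorescence so inhibitors raise well fluorescence; 0% = enzyme with DMSO and 100% = DMSO without enzyme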
PfM18AAP inh = PfM18AAP enzyme inhibition. recombinant PfM18AAP, H-Glu-NHMec fluorogenic cleavage. inhibition, % at 7.35 µM. actives 1.2% (n = 290,000);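 active = inhibition above the campaign mean inhibition over all tested compounds plus 3 SD, cut at about 28% in these data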;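 note: 0% = plate median of test compound wells and 100% = 2 mM ZnCl2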
PHOSPHO1 inh = inhibitors of human PHOSPHO1 phosphatase; inhibition, % at 13.3 µM; AID 1565; actives 1.1% (n = 290,000); Q8TCT1; recombinant PHOSPHO1, absorbance phosphatase assay; in the data active = inhibition above about 60%
Target sequence (Q8TCT1 whole entry, looked up): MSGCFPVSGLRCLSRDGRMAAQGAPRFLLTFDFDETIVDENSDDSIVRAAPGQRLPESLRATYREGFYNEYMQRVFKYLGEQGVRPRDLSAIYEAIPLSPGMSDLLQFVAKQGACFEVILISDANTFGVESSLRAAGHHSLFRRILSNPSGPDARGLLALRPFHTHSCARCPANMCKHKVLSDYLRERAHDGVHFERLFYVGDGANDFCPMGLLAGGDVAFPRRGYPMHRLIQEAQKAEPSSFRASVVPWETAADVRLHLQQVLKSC
IDE act = IDE (human) activation, cell-based; actives 0.073% (n = 340,000); HEK cells, FAbeta-B cleavage, fluorescence polarization; 0% vehicle, 100% cell-free pure enzyme wells; P14735; activation, % at 5.96 µM;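 active = activation above the mean of all tested compounds plus 3 SD, set per screening campaign, cut at about 17% in these data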
p-CIP stab down = lowers stability of the mouse p/CIP coactivator protein; Q05BA5; F442A p/CIP-EGFP cells, EGFP fluorescence, 16 h; decrease of EGFP signal, % at 10 µM; actives 0.01% (n = 290,000);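 active = EGFP signal decrease of at least 30% at 10 µM or well 3 SD below plate mean, unless failing retest; inactive = the rest, including hits failing retest or dose response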; note: some compounds called inactive have numbers as strong as hits; many of its hits are not listed in these tables
GPR7 antagonist = human neuropeptides B/W receptor 1 antagonism; inhibition, % at 4.4 µM; actives 1.1% (n = 290,000); GPR7-expressing cells, fluorescence antagonist assay; P48145; AID 1861; in the data active = inhibition above about 16%, passing the limit was not always enough;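 note: cells stimulated with the agonist NPW; 0% = agonist with vehicle and 100% = vehicle without agonist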
Target sequence (P48145 whole entry, looked up): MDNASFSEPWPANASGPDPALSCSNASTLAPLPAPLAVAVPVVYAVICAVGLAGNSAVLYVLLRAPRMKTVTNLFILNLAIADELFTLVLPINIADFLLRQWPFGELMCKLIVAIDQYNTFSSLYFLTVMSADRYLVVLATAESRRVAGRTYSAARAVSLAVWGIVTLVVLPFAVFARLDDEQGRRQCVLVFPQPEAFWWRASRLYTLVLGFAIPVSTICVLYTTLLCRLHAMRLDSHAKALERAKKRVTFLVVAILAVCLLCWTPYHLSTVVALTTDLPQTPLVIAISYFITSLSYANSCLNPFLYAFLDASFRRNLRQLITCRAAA
Numbers without * were called inactive; x = not tested or not shown.

SMILES	NALP1 inh	IMP-1 inh	IDE inh	VIM-2 inh	PfM18AAP inh	PHOSPHO1 inh	IDE act	p-CIP stab down	GPR7 antagonist
COc1ccc(C(=O)Cc2ccccc2)cc1OC	29	-1.9	-6	-3.4	2	-6	4	-11	-16
O=c1cnnc(N/N=C/c2cccs2)[nH]1	x	-0.3	-3	-1.7	30*	42	-2	-1	8
O=C(NCc1ccc(F)cc1)C1CC(=O)N(Cc2ccco2)C1 (centres undefined)	9	-1.0	1	0.5	1	38	2	9	-8
Cc1nc(SCC(=O)N2CCOCC2)c2c(C)c(C)sc2n1	-23	-0.9	1	5.3	-4	19	0	-7	4
C/C(=N\NC(=O)c1nn(C)c(C)c1Br)c1ccc(NC(=O)C2CCCC2)cc1	-1	-1.9	x	-2.5	-2	17	3	2	6
COC(=O)Nc1ccc(C)c2nsnc12	-5	-1.4	2	-1.6	-1	21	-3	-8	4
COc1ccc(/C=N/NC(=O)c2cccnc2)cc1CSc1nc2ccccc2s1	-10	-3.6	15	-2.9	3	-6	1	-9	17
CC(C)CNC(=O)COC(=O)c1c2c(nc3ccccc13)/C(=C/c1cccs1)CC2	22	6.7*	3	3.8	15	-2	-3	-7	-1
Cc1ccc(NC(=S)c2nc3ccccc3[nH]2)c(C)c1	20	-2.0	-1	-2.8	9	8	4	-3	-1
Cn1cc(C(CC(=O)O)C(=O)O)c2ccccc21 (centres undefined)	5	-0.3	4	-2.2	12	-9	6	-2	1
FC(F)C(F)(F)C1=CC(c2ccccc2)=NCCN1	-5	-5.8	2	-6.8	-11	9	-1	-10	1
CCn1c(CNc2ccc(Cl)cc2)nnc1SCC#N	-1	-2.8	6	-2.5	1	10	5	-12	8
Cc1cc(C)cc(NC(=O)[C@@H](NC(=O)c2ccco2)C(C)C)c1	14	-2.2	-7	-3.6	2	32	2	-7	-10
Cc1oc2c(F)c(F)c(F)c(F)c2c1S(=O)(=O)Nc1cccc(C(F)(F)F)c1	13	-0.7	-4	0.6	5	48	7	-12	1
O=C(CC12CC3CC(CC(C3)C1)C2)NCc1ccc(F)cc1	-1	-2.3	-4	-1.4	6	8	0	3	1
Cn1c(=O)c2[nH]c(SCc3ccccn3)nc2n(C)c1=S	31	-1.6	4	1.2	-2	30	x	0	-10
COc1ccc(S(=O)(=O)NCC2CCCO2)cc1NC(=O)c1ccccc1F (centres undefined)	5	-0.7	-2	-0.6	-2	11	-2	-3	-4
COc1ccc(OC)c(/C=N/NC(=O)CSc2cc(C)nc3c(OC)cccc23)c1	-12	-2.2	5	-3.0	5	36	x	5	1
COc1ccc(-c2cc(C(=O)OCC(=O)c3cccc([N+](=O)[O-])c3)c3cc(C)ccc3n2)cc1	23	-4.2	-2	-2.1	-3	0	3	0	-4
Cc1nn(C)cc1/C=N/NC(=O)Cn1nccc1C	16	0.6	2	-0.6	16	7	3	-2	7
CC(O)CNCCCOc1cccc(C(F)(F)F)c1 (centres undefined)	13	-2.5	-2	-3.4	3	13	2	6	-26
COc1ccc(C(=O)c2ccc(N(C)C)cc2)c2ccccc12	8	-2.4	2	-3.7	2	-20	-1	6	13
COc1cc(C(=O)N2CCN(Cc3ccc4c(c3)OCO4)CC2)c([N+](=O)[O-])cc1OC	11	-1.2	-4	-1.3	1	8	2	-1	-11
C=CCOc1c(Br)cc(/C=N/NC(N)=O)cc1OC	16	-2.4	2	-7.7	-7	-3	0	-24	-16
O=c1[nH]c2cc3c(cc2cc1CN(Cc1ccco1)C(=S)NCC1CCCO1)OCCO3 (centres undefined)	-4	-0.7	-1	2.3	8	-10	-2	-8	-1

Reformatted in markdown: part of the list above
| compound | NALP1 inh | IMP-1 inh | IDE inh | VIM-2 inh | PfM18AAP inh | PHOSPHO1 inh | IDE act | p-CIP stab down | GPR7 antagonist |
| --- | --- | --- | --- | --- | --- | --- | --- | --- | --- |
| Cn1cc(C(CC(=O)O)C(=O)O)c2ccccc21 (centres undefined) | 5 | -0.3 | 4 | -2.2 | 12 | -9 | 6 | -2 | 1 |
| FC(F)C(F)(F)C1=CC(c2ccccc2)=NCCN1 | -5 | -5.8 | 2 | -6.8 | -11 | 9 | -1 | -10 | 1 |
| CCn1c(CNc2ccc(Cl)cc2)nnc1SCC#N | -1 | -2.8 | 6 | -2.5 | 1 | 10 | 5 | -12 | 8 |

Next section:
SMILES	NALP1 inh	IMP-1 inh	IDE inh	VIM-2 inh	PfM18AAP inh	PHOSPHO1 inh	IDE act	p-CIP stab down	GPR7 antagonist
O=C(CSc1nnc(CN2CCCCC2)n1-c1ccccc1)c1ccc2c(c1)OCO2	37	-2.9	-3	-0.9	8	-7	-3	-7	-11
COc1ccc(C2Nc3ccccc3C(=O)N2c2ccccc2)cc1Cn1cc([N+](=O)[O-])cn1 (centres undefined)	x	-0.8	-1	-3.9	-6	-1	3	0	-3
C/C(=C\c1ccccc1)CN1CCN(c2ccccc2)CC1	22	-1.3	0	-2.9	1	-8	2	-8	-5
CN1CCN(c2cc(N3CCc4ccccc4C3)c(F)cc2[N+](=O)[O-])CC1	20	-2.9	-1	2.8	-2	-6	-2	14	9
C#CCNC(=O)C1=C[C@@H](c2coc3ccccc3c2=O)C[C@@H](OCc2ccc(CO)cc2)O1	8	-0.9	-4	0.9	-1	26	2	4	7
Cc1nc(/C=[N+](\[O-])C(C)(C)/C=N/O)n(O)c1C	-3	-0.3	0	-2.0	-1	20	-1	-17	-11
Cc1ccc(S(=O)(=O)Nc2cccc(-c3ccc(N4CCCCCC4)nn3)c2)c(C)c1	11	-0.7	1	1.1	-3	8	3	-7	-32
CCOC(=O)CNC(=O)c1ccccc1	-7	-3.1	11	-3.1	3	57	7	-1	-9
Cc1ccc(S(=O)(=O)CCc2nc3ccccc3n2CCC#N)cc1	-5	-1.8	3	-4.0	-5	-31	2	7	-5
O=C(CC1SC(=Nc2ccccc2)N(CCc2c[nH]c3ccccc23)C1=O)Nc1ccccc1F (centres undefined)	x	-2.0	-1	-1.6	10	-7	6	-14	1
O=C(NCCc1ccccn1)C1CC(=O)N(Cc2ccccc2Cl)C1 (centres undefined)	-2	3.3	4	-3.3	6	-1	-5	-14	-5
Fc1ccc(-n2c(Cc3ccccc3)nnc2SCc2nc(-c3ccc(Cl)cc3)no2)cc1	11	-3.0	1	-4.4	8	9	2	0	-21
Cc1ccc(NS(=O)(=O)c2ccc(NC(=O)C3CC3)cc2)c(C)c1	-1	-2.8	7	-3.0	3	33	-1	-30	-16
CC1CCCN(C(=O)CSc2nnc(-c3ccc(S(=O)(=O)N4CCOCC4)cc3)n2C)C1 (centres undefined)	-13	-1.9	0	-2.5	-1	3	3	-6	-8
Cc1cc(C)c2nc(N3CCCC(C(=O)N4CCN(c5ncccn5)CC4)C3)sc2c1 (centres undefined)	0	-4.0	3	-3.3	-17	-2	3	-9	3
CCCC(C(=O)NC1CCCC1)N(C(=O)c1snc(C(N)=O)c1N)c1ccc(F)cc1 (centres undefined)	23	-1.9	x	-3.4	0	27	-1	-11	-12
COC(=O)CN(C)C(=O)c1ccc(OC2CCN(S(=O)(=O)N(C)C)CC2)cc1	7	-1.6	-3	-0.8	-1	x	6	11	-9
CCN(CC)S(=O)(=O)c1ccc(S(=O)(=O)NCc2cccs2)cc1	6	-0.5	-6	-0.4	-10	45	-4	0	7
Cc1ccc(C(=O)N2CCC3(CC2)Oc2ccc(F)cc2C(=O)C32CC(c3ccccc3)=NO2)s1 (centres undefined)	7	x	-3	x	x	31	1	-7	x
CC(C)CCNC(=O)C(CC(C)C)N(Cc1ccc2c(c1)OCO2)C(=O)c1snc(C(N)=O)c1N (centres undefined)	0	-1.9	-4	-0.3	2	45	0	2	-5
CCC(C)(C)NC(=O)CN(C(=O)c1snc(C(N)=O)c1N)c1ccc2c(c1)OCO2	-12	-3.5	5	-2.3	13	48	5	-7	-6
O=C(NCc1ccc(F)cc1)c1noc2c1CCCC2	24	-4.2	5	-3.5	-19	-7	-2	-6	-11
COc1cc(OC)c(C(=O)OCC(=O)c2cc(C)n(CC3CCCO3)c2C)cc1OC (centres undefined)	2	-3.6	2	-1.8	4	28	-3	-1	-7
CCCCC[C@H](O)/C=C/[C@@H]1[C@@H](C/C=C\CCCC(=O)O)[C@@H](O)C[C@H]1O	15	-4.0	1	-2.0	3	6	4	-14	-7
Cc1ccc2nc(C)cc(N/N=C/c3cccnc3)c2c1	-6	-0.8	3	-3.4	1	-10	0	-8	-5

(list continues)
SMILES	NALP1 inh	IMP-1 inh	IDE inh	VIM-2 inh	PfM18AAP inh	PHOSPHO1 inh	IDE act	p-CIP stab down	GPR7 antagonist
O=c1[nH]c(/C=C\c2cccc(Cl)c2)nc(O)c1[N+](=O)[O-]	8	-6.6	3	-2.7	10	29	-1	-2	-18
Cc1ccccc1CC(=O)N1CCCC(CCC(=O)N2CCN(c3ccccn3)CC2)C1 (centres undefined)	8	-3.6	5	-3.9	0	24	1	-16	4
O=C(CCN1CCN(c2ccccc2)CC1)Nc1nccs1	0	-1.4	6	0.5	2	14	1	-16	-3
CCOC(=O)c1c(C)nc2sccn12	22	-0.9	6	0.2	-3	-23	-4	-11	-5
Cc1cc(NC(=O)c2ccc(Cl)cc2)no1	12	-4.7	1	-2.6	-9	28	6	-4	-2
CC(C)(C)C1CCc2sc(-c3nnc(CCl)o3)cc2C1 (centres undefined)	14	-0.6	12	-1.5	-7	27	-1	2	-6
CCOc1ccc(-c2cc(C(=O)N3CCN(C)CC3)c3ccccc3n2)cc1	16	-0.3	0	-1.4	1	-48	-7	-2	-10
O=C(CSc1ccccn1)N1CCCC(Nc2ccccc2)C1 (centres undefined)	-2	-2.4	x	-0.7	-1	-16	5	10	1
Nc1ccc[n+](CC(=O)c2ccccc2)c1	14	1.4	1	-2.2	3	29	5	-2	-13
COc1ccc(Br)cc1CN1CCCCCCC1	20	-5.6	2	-2.2	-2	8	1	-15	3
CCS(=O)(=O)N1CCN(c2c(Cl)cccc2[N+](=O)[O-])CC1	-4	-1.1	5	-1.0	-10	15	0	-3	3
CCOC(=O)[C@@H]1[C@H]2COc3cc(OC)ccc3[C@@H]2N2C(=O)N(c3ccc(C)cc3)C(=O)[C@@]12C	6	-5.5	4	-2.1	-6	-13	4	-8	1
O=C(CNc1ccccc1)N/N=C/c1ccc([N+](=O)[O-])cc1	21	-3.3	7	-2.7	-3	0	0	2	-4
O=C(CCNS(=O)(=O)c1ccc(Br)cc1)NC1CCCCC1	4	-1.6	0	0.7	2	16	5	-2	-9
FC(F)(F)c1ccc(C2[C@H]3CN(Cc4cccnc4)[C@H](c4ccccc4)C34CC2(c2ccccc2)C4)cc1 (some centres undefined)	x	x	2	x	x	40	0	-3	x
CCn1ccnc1CN(C)C(=O)c1cc(COc2ccc(Cl)cc2OC)on1	-10	-3.1	7	-1.0	4	32	3	-126	-6
Cn1c(=O)[nH]c(=O)c2c1nc(N1CCNCC1)n2CCOc1ccccc1	x	-2.9	2	0.1	1	x	4	x	-7
Cc1cc(C(=O)N/N=C/c2ccc(-c3ccc([N+](=O)[O-])cc3Cl)o2)n[nH]1	6	-1.3	2	-0.9	17	14	-3	0	-11
O=C(NCCN1CCOCC1)c1c[nH]c2ccc(S(=O)(=O)N3CCOCC3)cc2c1=O	27	-4.2	7	-2.0	1	7	0	1	-17
CCc1ccc(NC(=O)CS(=O)CC(=O)NC(C)CCc2ccco2)cc1 (centres undefined)	-75	2.3	6	-0.1	-9	-4	7	-4	5
CC(C)(c1ccccc1)c1ccc(OCCCN2CCNCC2)cc1	22	-2.1	5	1.6	-12	59	-1	-19	-1

High-throughput results from PubChem BioAssay.
